beta cell repl: inducers of MIN6 beta-cell proliferation, primary screen, ATP luminescence, uHTS. MIN6 cells proliferation, ATPlite luminescence, 48 h; cells starved in 0.2% serum; 100% = growth in 10% serum. AID 2380, 2010. proliferation, % at 10 µM. 0.29% of 330,000 active;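 active = compounds whose signal lies at least 3.5 SD above the mean of all wells on their plate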;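 also: 0% = DMSO-treated cells in low-serum medium and 100% = 10% serum control; some compounds called inactive have numbers as strong as hits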
tim10-1 inh: growth inhibitors of tim10-1 mutant yeast, primary screen, luminescence, uHTS; S. cerevisiae tim10-1 ts strain growth, BacTiter-Glo, 24 h; inhibition, % at 20 µM; 2.2% of 330,000 active; AID 463190, 2010;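 active = inhibition of at least 40%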;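 also: mutant grown at 25 °C; 0% = DMSO wells with yeast and 100% = wells holding no yeast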
APJ antagonist: antagonists of human apelin receptor APJ, primary screen, CHO-K1 cells, beta-arrestin complementation, luminescence; P35414; inhibition, % at 20 µM; 0.32% of 330,000 active; AID 2521, 2010;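 active = inhibition above about 40% at 20 µM, limit read from the data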;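 also: cells challenged with 10 nM apelin-13 agonist together with compound; plate controls were apelin-13 plus DMSO wells for no effect and DMSO wells lacking apelin-13 for full effect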
Target sequence (P35414 whole entry, looked up): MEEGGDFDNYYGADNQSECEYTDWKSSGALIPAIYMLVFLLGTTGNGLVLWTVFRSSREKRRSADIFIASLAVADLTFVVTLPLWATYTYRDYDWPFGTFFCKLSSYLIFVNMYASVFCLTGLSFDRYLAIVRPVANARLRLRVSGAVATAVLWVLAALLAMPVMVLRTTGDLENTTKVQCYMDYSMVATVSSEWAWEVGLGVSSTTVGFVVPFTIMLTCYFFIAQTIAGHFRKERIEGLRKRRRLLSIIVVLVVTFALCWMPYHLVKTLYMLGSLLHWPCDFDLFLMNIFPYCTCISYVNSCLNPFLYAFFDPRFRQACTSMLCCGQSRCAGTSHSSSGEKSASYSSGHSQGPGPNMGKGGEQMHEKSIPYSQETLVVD
NLRP3 yeast inh: NALP3 inflammasome inhibitors in reconstituted yeast, primary screen, luminescence, uHTS | 0.39% of 330,000 active | inhibition, % at 10 µM | Yeast reconstituted NLRP3/ASC/caspase-1, beta-gal luminescence, 24 h;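 active = inhibition of 50% or more; inactive = inhibition below 50%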;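 also: plate controls were induced DMSO wells for no effect and uninduced yeast grown without galactose for full effect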
NR3A LBD binder: binders of NR3A ligand-binding domain, primary screen, biophysical, differential scanning fluorimetry, uHTS. Glutamate receptor ionotropic, NMDA 3A (GRIN3A) ligand-binding domain. NR3A LBD differential scanning fluorimetry, Tm shift; 0% = protein alone, 100% = glycine-bound protein. Tm shift relative to glycine control, % at 25 µM. 2.5% of 340,000 active. AID 1259313, 2017;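 active = melting temperature shift of at least 10% of the positive control shift, at one fixed dose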
APJ agonist: agonists of human apelin receptor APJ, primary screen, CHO-K1 cells, PathHunter beta-arrestin, luminescence | P35414 | 0% DMSO wells, 100% apelin | activation, % at 20 µM | 0.11% of 330,000 active;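 active = activation more than six SD over the plate average, tested at 20 µM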;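 also: 0% = DMSO alone and 100% = apelin-13 at 10 nM; some results filed as inactive read as strong as hits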
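Assay system: engineered CHO-K1 APJ arrestin reporter cells; Amount: 1000 CHO-K1 reporter cells seeded per well; Dosing: one dose, 20 µM compound, 1% DMSO; Times: compound stimulation 90 min at 25 °C, detection 60 min; Measured by: luminescent beta-gal fragment complementation, chemiluminescent substrate; Read-out: APJ–arrestin association signal; Controls: DMSO vs Apelin-13 10 nM.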
TIM10 inh: growth inhibitors of isogenic TIM10 control yeast, primary screen, counter-screen for tim10-1 yeast inhibitor project, luminescence, uHTS; S. cerevisiae TIM10 strain growth, BacTiter-Glo luminescence, 24 h; inhibition, % at 10 µM; 1.4% of 330,000 active;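 active = inhibition of 40% or more at the single tested concentration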;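 also: wild-type TIM10 isogenic control strain grown at permissive 25 °C; 0% = DMSO yeast wells and 100% = minimal medium wells without yeast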
MPTP inh: mitochondrial permeability transition pore inhibitors, primary screen, biochemical, isolated mouse mitochondria, absorbance. Ca2+ swelling absorbance, 30 min. inhibition, % at 10 µM. 1.4% of 360,000 active. AID 602449, 2012;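 active = inhibition of 50% or more, scaled per plate between neutral and stimulator controls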;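 also: 0% = DMSO wells given calcium and 100% = 1 mM EGTA wells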
tim23-1 inh: growth inhibitors of tim23-1 mutant yeast, primary screen, luminescence, uHTS | inhibition, % at 20 µM | 1.3% of 330,000 active | S. cerevisiae tim23-1 growth, BacTiter-Glo luminescence, 24 h | AID 463212, 2010;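 active = growth inhibition of the mutant yeast at or above 50%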;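 also: temperature-sensitive mutant grown at 25 °C; plate controls were DMSO-treated mutant yeast for no effect and medium wells lacking yeast for full effect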
The depositor's hits bear a star.

cpd	SMILES	beta cell repl	tim10-1 inh	APJ antagonist	NLRP3 yeast inh	NR3A LBD binder
1	CC(=O)C1C(c2ccccc2Cl)NC(=O)NC1(O)C(F)(F)F (stereo not drawn)	-4	2	5	12	-1
2	Cc1ccc(C(=O)N/C(=C/c2ccccc2)C(=O)NC(Cc2ccccc2)C(=O)O)cc1 (stereo not drawn)	-1	20	-5	0	-5
3	COc1cccc2cc(C(=O)C3=C(O)C(=O)N(CCN(C)C)C3c3ccc(F)cc3)oc12 (stereo not drawn)	-4	-3	17	15	2
4	COc1ccccc1CNC(=O)c1ccc2c(=O)n3c(nc2c1)CCCCC3	-5	12	26	-2	2
5	O=c1[nH]c2ccc(S(=O)(=O)N3CCN(c4ccccc4)CC3)cc2[nH]c1=O	-2	-12	7	0	-3
6	Cc1c(Cl)cccc1-n1c(SCC(=O)NCc2ccccc2Cl)nnc1-c1ccncc1	-3	20	3	17	-3
7	C=CCn1c(SCC(=O)N2CCOCC2)nc2sc3c(c2c1=O)CCCC3	2	13	5	0	1
8	N#Cc1c(SCC(N)=O)nsc1SCc1ccccc1Cl	-1	18	1	9	-37
9	Cc1ccc(S(=O)(=O)N2CCC(C(=O)OC(C)C(=O)NC3CCCCC3C)CC2)cc1C (stereo not drawn)	-1	9	-5	32	0
10	O=C(N1CCOCC1)C(F)(F)C(=O)N1CCOCC1	-3	8	11	11	-1
11	Cc1cc(N2CCC(C(N)=O)CC2)nc(-c2ccccc2)n1	-3	-8	-2	10	0
12	CCOc1ccc(CCNC(=O)Cc2ccc(S(=O)(=O)N3CCOCC3)s2)cc1OCC	2	11	5	15	0

cpd	APJ agonist	TIM10 inh	MPTP inh	tim23-1 inh
1	0	2	1.2	5
2	-4	-5	0.2	0
3	-8	-2	0.2	-6
4	-4	0	0.9	13
5	-3	-11	0.7	14
6	1	33	-2.8	28
7	-1	7	-0.9	24
8	-4	14	-0.5	24
9	-2	10	-0.5	25
10	-1	2	0.3	7
11	-2	2	-0.3	-1
12	7	14	-0.9	8

Continuation:
cpd	SMILES	beta cell repl	tim10-1 inh	APJ antagonist	NLRP3 yeast inh	NR3A LBD binder
13	Cc1ccc2oc(C(=O)N3CCCCCC3)c(C)c2c1	-2	8	5	53*	0
14	CCCCOc1ccc(C(=O)N/C(=C\c2ccc([N+](=O)[O-])cc2)C(=O)OCc2ccco2)cc1	-3	2	-5	4	-2
15	N#CCCNC(=O)CCN1CCCCC1	0	3	15	6	-1
16	Cc1ccc(NC(=O)c2cc(S(=O)(=O)N3CCc4ccccc43)cn2C)cc1C	-3	3	9	2	-3
17	COc1ccccc1NC(=O)CN(c1ccc(C)cc1)S(=O)(=O)c1c(C)n[nH]c1C	1	19	-1	-2	4
18	Clc1ccccc1COc1ccccc1-c1nnco1	1	40	-9	21	2
19	O=C(CN1CCN(c2ccccc2O)CC1)NNC(=O)c1ccc(Cl)cc1	-2	-10	-13	-1	-1
20	CSc1ccc(NC(=O)N2CCN(c3nc4ccccc4s3)CC2)cc1	1	12	-1	1	-25
21	O=C(NCC(O)CN1CCOCC1)c1ccc([N+](=O)[O-])cc1 (stereo not drawn)	-3	20	-4	-12	3
22	COc1cccc(N2CC(O)Cn3c2nc2c3c(=O)n(CCCc3ccccc3)c(=O)n2C)c1 (stereo not drawn)	-2	1	3	9	0
23	CCOC(=O)Cc1ccc(NCc2ccc(Cl)cc2)cc1	1	8	11	14	2
24	CCOC(=O)CN1CC23C=CC(O2)C(C(=O)Nc2ccc4c(c2)OCO4)C3C1=O (stereo not drawn)	2	2	2	12	3

cpd	APJ agonist	TIM10 inh	MPTP inh	tim23-1 inh
13	-3	-15	-0.1	33
14	-5	-4	9.5	-2
15	0	3	-2.9	6
16	7	3	-0.1	9
17	-1	12	-1.9	-3
18	-2	21	-1.1	-10
19	-1	-4	0.1	5
20	-3	-15	14	2
21	-1	-8	0.0	-1
22	-3	1	-6.5	-2
23	-1	15	0.1	7
24	-3	-7	0.0	9

Single records, as listed above. Values in the order: beta cell repl | tim10-1 inh | APJ antagonist | NLRP3 yeast inh | NR3A LBD binder | APJ agonist | TIM10 inh | MPTP inh | tim23-1 inh
O=C(CN1CCN(c2ccccc2O)CC1)NNC(=O)c1ccc(Cl)cc1 is entered as -2 | -10 | -13 | -1 | -1 | -1 | -4 | 0.1 | 5
CCCCOc1ccc(C(=O)N/C(=C\c2ccc([N+](=O)[O-])cc2)C(=O)OCc2ccco2)cc1 is entered as -3 | 2 | -5 | 4 | -2 | -5 | -4 | 9.5 | -2
N#CCCNC(=O)CCN1CCCCC1 is entered as 0 | 3 | 15 | 6 | -1 | 0 | 3 | -2.9 | 6
COc1cccc(N2CC(O)Cn3c2nc2c3c(=O)n(CCCc3ccccc3)c(=O)n2C)c1 (stereo not drawn) is entered as -2 | 1 | 3 | 9 | 0 | -3 | 1 | -6.5 | -2
CSc1ccc(NC(=O)N2CCN(c3nc4ccccc4s3)CC2)cc1 is entered as 1 | 12 | -1 | 1 | -25 | -3 | -15 | 14 | 2

Structures listed so far shown as hits in NLRP3 yeast inh:
No. | molecule | APJ antagonist | NLRP3 yeast inh | NR3A LBD binder | MPTP inh
13 | Cc1ccc2oc(C(=O)N3CCCCCC3)c(C)c2c1 | 5 | 53* | 0 | -0.1

Further structures follow:
cpd	SMILES	beta cell repl	tim10-1 inh	APJ antagonist	NLRP3 yeast inh	NR3A LBD binder
25	O=c1c2cccnc2nc2n1CCCCC2	-2	2	-11	8	-1
26	COc1ccccc1NC(=O)CSc1nnc(CNC(=O)c2ccccc2F)o1	0	-3	5	5	-6
27	CC1(C)O[C@@H]2C[C@H]3[C@@H]4C[C@H](F)C5=CC(=O)C=C[C@]5(C)[C@H]4[C@@H](O)C[C@]3(C)[C@]2(C(=O)CO)O1	0	3	3	8	-1
28	CC(C)Nc1nc(NC(C)C)nc(N(C)C#N)n1	4	11	-2	-10	1
29	Cc1ccc2oc(=O)n(CC(=O)OC(C)C)c2c1	0	17	6	14	0
30	Cc1ccc(C(=O)COC(=O)c2ccccc2NC(=O)c2ccccc2)cc1[N+](=O)[O-]	0	14	9	12	-6
31	Cc1cc(C)c(C#N)c(SCC(=O)C2CC2)n1	-2	13	5	12	2
32	COc1cccc(CC(=O)OCC(=O)c2cc(OC)ccc2OC)c1	-2	28	12	20	1
33	Cc1ccc(C(=O)Nc2cccc(C(=O)O)c2)cc1S(=O)(=O)N1CCOCC1	1	1	6	0	1
34	Brc1ccc(-c2nnc(-c3ccccc3Br)o2)cc1	-3	11	-38	18	-32
35	Cc1ccc(NC(=O)c2ccc(CSc3ccccn3)cc2)cc1	-6	10	-3	12	-28
36	COc1cc(/C=C/C(=O)O)cc(S(=O)(=O)NC2CCCC2)c1OC	-2	15	5	-7	4

cpd	APJ agonist	TIM10 inh	MPTP inh	tim23-1 inh
25	-1	10	0.5	5
26	-1	0	-1.3	7
27	2	-2	0.5	2
28	-1	9	0.6	18
29	-1	-1	0.1	5
30	-2	22	2.8	9
31	3	7	1.7	2
32	-2	9	-0.4	25
33	0	-1	-0.7	-3
34	6	18	1.6	27
35	-5	20	2.0	13
36	-7	5	1.4	-7

Next entries follow.
cpd	SMILES	beta cell repl	tim10-1 inh	APJ antagonist	NLRP3 yeast inh	NR3A LBD binder
37	COc1ccc(-c2nc(-c3cccnc3)no2)cc1	-2	17	-3	24	-1
38	CC[n+]1cc(C)ccc1/C=C/c1ccc(N(C)C)cc1	-5	10	21	26	2
39	CCOC(=O)c1cc(C)n(-c2c(C)n(C)n(-c3ccccc3)c2=O)c1C	-2	14	-8	-7	-3
40	Cc1ccc(C)c(NC(=O)COC(=O)Cn2c(C)csc2=O)c1	-2	9	-1	14	3
41	C=CCN(Cc1ccc(Cl)s1)C(=O)c1cc(S(=O)(=O)N2CCOCC2)ccc1F	-3	38	1	9	-1
42	CCOc1cc(CNn2cn[nH]c2=S)cc(Cl)c1OCc1ccccc1F	-1	33	21	29	-2
43	COc1ccc(C(=O)NNC(=O)CSc2nnc(-c3cccnc3)n2C)cc1	0	5	-13	8	-1
44	Cc1cccc(NC(=O)CSc2nnc(-c3ccco3)o2)c1	-4	3	12	-1	1
45	COc1ccc(/C=C(/NC(=O)c2ccco2)C(=O)N2CCCCCC2)cc1OC	-3	-17	-7	25	0
46	CCN(CC(=O)NC1CCS(=O)(=O)C1)C(=O)c1cc(OC)c(OC)c(OC)c1 (stereo not drawn)	1	0	-3	4	-1
47	CC(=O)Nc1ccc2oc(C)nc2c1	-1	1	-2	-9	0
48	COc1ccccc1CNC(=O)COC(=O)c1ccc(C(=O)c2ccccc2)cc1	0	7	0	12	2

cpd	APJ agonist	TIM10 inh	MPTP inh	tim23-1 inh
37	-4	-13	3.5	8
38	-2	-9	0.5	11
39	-3	-2	-5.3	2
40	11	-4	-0.7	8
41	-4	17	0.9	36
42	-3	33	0.4	36
43	-2	11	-0.6	-10
44	-2	-10	-1.7	10
45	-2	-10	0.2	9
46	-2	3	-0.2	8
47	-1	12	0.6	10
48	-1	1	-0.6	18

Further structures follow.
cpd	SMILES	beta cell repl	tim10-1 inh	APJ antagonist	NLRP3 yeast inh	NR3A LBD binder
49	Cc1c2n(c3ccccc13)CCC2=O	0	0	2	9	1
50	O=C1CC(N2CCN(c3ccccn3)CC2)C(=O)N1c1ccc(Cl)cc1 (stereo not drawn)	0	9	-6	6	-1
51	COc1cc(CN(C(=S)NCC(=O)O)C2CCCC2)cc(OC)c1OC	-2	-8	5	11	0
52	CCOC(=O)c1cnc2c(OC)cccc2c1Nc1ccc2c(c1)OCCO2	0	44*	-6	5	-4
53	O=C(CC1C(=O)NCCN1CC1CCCCC1)NCc1cccc(F)c1F (stereo not drawn)	-1	35	4	11	-6
54	CCC(=O)N1CCN(CCN=CC2=C(O)CC(C)(C)CC2=O)CC1	-2	6	-5	32	13*
55	Cc1oc(CC(C)C)cc1C(=O)Nc1cccc2ccccc12	-6	22	-11	13	25*
56	C/C(=N\NC(=O)c1ccc(CN2CCc3ccccc3C2)cc1)c1ccccc1O	-6	47*	-7	14	-3
57	O=C(CNC(=O)c1ccccc1F)N/N=C/c1cc(Br)ccc1OCc1ccccc1	-6	38	-8	19	2
58	O=C(CCCCn1c(=O)c2ccccc2n(Cc2ccccc2F)c1=O)NC1CCN(Cc2ccccc2)CC1	-6	-3	10	10	-2
59	CCC(=O)n1nc(-c2cccnc2)nc1NCc1cccs1	-2	26	4	-1	-1

cpd	APJ agonist	TIM10 inh	MPTP inh	tim23-1 inh
49	-2	-18	0.0	7
50	-2	5	-0.4	17
51	-2	-10	-1.6	14
52	0	35	-3.2	42
53	-5	8	-1.5	26
54	-2	2	-0.8	-4
55	-2	-3	3.5	29
56	-1	45*	0.5	74*
57	-3	27	3.5	32
58	-4	-20	-0.2	5
59	-2	12	-1.8	29
